Screening data as filed in PubChem.
HDAC3 inhib – inhibitors of human histone deacetylase 3. O15379. recombinant HDAC3, fluorogenic peptide/trypsin coupled, fluorescence. inhibition, % at 8.3 µM. hit rate 0.15% among 320,000. AID 2718; in the data active means inhibition above about 26%, passing the limit was not always enough
KCNQ1 pot – human KCNQ1 channel potentiation or activation; hit rate 0.35% among 310,000; B-score at 10 µM; CHO-K1 KCNQ1, thallium flux FluxOR fluorescence; stronger effect = higher value; P51787;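 active means fluorescence ratio B-score, a plate-corrected score, at least three library SD, with initial intensity B-score within 5 SD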
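Assay system: CHO-K1 cells stably expressing KCNQ1. Medium: assay buffer for compound exposure, DMSO matched across wells. Timing: 37 °C overnight plating, 90-min dark dye load, 20-min compound pretreatment. Signal: kinetic FluxOR fluorescence, 10 s baseline plus 110 s post-stimulus.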
TRPC4 potent – allosterically enhances the mouse TRPC4 cation channel; hit rate 0.42% among 310,000; B-score at 10 µM; Q9QUQ5; HEK293 TRPC4beta/mu-opioid, DAMGO EC20, Fluo-4 Ca2+ flux; stronger effect = higher value;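 active means B-score of calcium response area above 5 SD of library B-scores, with initial fluorescence ratio within 5 SD of library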;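 further: B-score of integrated fluorescence ratio over time as area under calcium response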
ANO1 activ – activates or potentiates the mouse TMEM16A chloride channel; AID 623877; hit rate 0.3% among 340,000; HEK293 TMEM16A/YFP-H148Q/I152L, iodide quench fluorescence; stronger effect = lower value; Q8BHY3; B-score at 10 µM;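 active means fluorescence-ratio B-score plate-corrected deviation score at least 3 library SD below zero, with starting fluorescence score within 5 deviations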;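 further: channel opened by trigger with iodide after compound preincubation; score built on the fluorescence ratio of max minus min over baseline; more negative score means more quench and so TMEM16A activation or potentiation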
Target sequence (Q8BHY3 whole entry, looked up): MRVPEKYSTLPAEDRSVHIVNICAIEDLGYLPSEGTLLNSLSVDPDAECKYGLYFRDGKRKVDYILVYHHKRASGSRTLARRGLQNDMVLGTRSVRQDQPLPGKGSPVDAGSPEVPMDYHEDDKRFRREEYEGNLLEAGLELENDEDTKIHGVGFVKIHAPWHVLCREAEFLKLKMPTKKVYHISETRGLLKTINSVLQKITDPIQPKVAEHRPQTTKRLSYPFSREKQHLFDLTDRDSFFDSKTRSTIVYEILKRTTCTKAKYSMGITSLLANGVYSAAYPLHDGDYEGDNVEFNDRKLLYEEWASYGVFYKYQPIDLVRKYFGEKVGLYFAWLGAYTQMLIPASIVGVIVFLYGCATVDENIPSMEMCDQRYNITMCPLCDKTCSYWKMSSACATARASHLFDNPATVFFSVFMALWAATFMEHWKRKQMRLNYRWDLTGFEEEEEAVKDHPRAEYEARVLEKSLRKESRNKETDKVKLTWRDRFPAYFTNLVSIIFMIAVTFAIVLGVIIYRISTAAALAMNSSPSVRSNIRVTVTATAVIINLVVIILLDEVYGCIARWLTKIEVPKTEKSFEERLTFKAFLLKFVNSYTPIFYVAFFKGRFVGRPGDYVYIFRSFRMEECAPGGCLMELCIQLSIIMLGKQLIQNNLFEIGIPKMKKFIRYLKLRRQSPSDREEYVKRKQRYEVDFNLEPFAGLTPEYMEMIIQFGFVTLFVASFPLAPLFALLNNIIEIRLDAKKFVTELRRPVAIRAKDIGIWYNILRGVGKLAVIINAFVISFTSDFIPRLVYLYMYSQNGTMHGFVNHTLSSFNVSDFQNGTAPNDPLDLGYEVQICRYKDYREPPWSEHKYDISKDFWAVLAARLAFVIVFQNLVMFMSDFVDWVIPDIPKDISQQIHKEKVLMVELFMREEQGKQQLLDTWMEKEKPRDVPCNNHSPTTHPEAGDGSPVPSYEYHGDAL
hERG protect – compounds protecting human hERG from proarrhythmic drug block; Q12809; CHO-hERG, FluxOR thallium flux, dofetilide IC70 present; activation (rescue from dofetilide block), less the hit threshold, % at 10 µM; hit rate 0.51% among 310,000; AID 1511;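 active means activation above the mean of controls blocked by dofetilide plus 5 SD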;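 further: thallium influx through hERG after potassium depolarization seen as dye fluorescence rise; in these data hits start at about 4.7%; inactives centre near -7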
ANO1 block – inhibitors of mouse TMEM16A calcium-activated chloride channel. Q8BHY3. HEK293 TMEM16A/YFP iodide influx fluorescence, ionomycin. normalized B-score (activity score, 25-100; higher = stronger inhibition) at 10 µM. hit rate 1.2% among 310,000. AID 588511;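 active means ratio plate-corrected score three or more library SD toward inhibition, starting fluorescence score within five deviations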;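 further: score derived from kinetic fluorescence span divided by baseline fluorescence per well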
KCNK3 inh – human KCNK3 channel inhibition, primary screen; hit rate 0.84% among 340,000; O14649; CHO-KCNK3 thallium flux, FluxOR fluorescence; stronger effect = lower value; B-score at 10 µM;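 active means B-score under library mean minus 4 SD, starting fluorescence ratio at most library mean plus 5 SD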;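 further: more negative B-score means stronger inhibition of thallium flux through KCNK3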
DYRK1A inh – Dyrk1A (rat) kinase inhibition | Q63470 | ADP-Glo luminescence, NFATc1 peptide | inhibition, % at 12.5 µM | hit rate 0.43% among 310,000; in the data active means inhibition above about 50%;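 further: plate controls were vehicle with enzyme for no effect and no enzyme for full effect; many of its hits are not listed in these tables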
KCNQ1 block – blocks the human KCNQ1 potassium channel; P51787; CHO-K1 KCNQ1, FluxOR thallium flux fluorescence; stronger effect = higher value; B-score at 10 µM; hit rate 1.3% among 310,000; AID 2642;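 active means compounds whose thallium flux B-score, printed positive for inhibition, exceeds three library SD while starting fluorescence stays within three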;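 further: channel opened by potassium depolarization with thallium stimulus after 20 min compound exposure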
KCNK9 inh – inhibitors of human KCNK9 two-pore domain potassium channel; hit rate 1.2% among 310,000; HEK293 KCNK9, FluxOR thallium flux fluorescence; stronger effect = lower value; Q9NPC2; B-score at 10 µM;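 active means ratio B-score over 3 SD below the library mean, with starting fluorescence within 5 SD of its mean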;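 further: negative B-score means less thallium flux so channel inhibition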
TRPC4 agonist – opens the mouse TRPC4 cation channel; Q9QUQ5; HEK293 TRPC4beta/mu-opioid, Fluo4 calcium fluorescence; stronger effect = higher value; B-score at 10 µM; hit rate 0.49% among 310,000;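 active means B-score above 5 SD of library B-scores, and initial fluorescence ratio not above library mean plus 5 SD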;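 further: positive B-score marks a calcium rise read as TRPC4 activation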
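Assay system – TRPC4beta and mu-opioid receptor HEK293 stable cells · Measured by – Fluo4 fluorescence, kinetic · Schedule – dye loading 45 min room temperature, 110 s kinetic read · Read-out – B-scored integrated calcium fluorescence ratio · Controls – buffer and maximal DAMGO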
* marks the source's active call; other numbers are inactive results; i = inactive; / = no result given. Not all compounds are listed; count on the stated rates, not on these rows.

| compound | TRPC4 potent | KCNQ1 pot | HDAC3 inhib | ANO1 activ | TRPC4 agonist | ANO1 block | DYRK1A inh | KCNK3 inh | KCNQ1 block | KCNK9 inh | hERG protect |
| --- | --- | --- | --- | --- | --- | --- | --- | --- | --- | --- | --- |
| C=CCSc1nc2nc(C)cc(C)n2n1 | i | i | -5.0 | i | i | i | -6.9 | i | i | i | -9.8 |
| Nn1cnnc1N/N=C/c1cc(Br)cc(Br)c1O | i | i | 1.1 | i | i | i | -5.0 | i | i | i | -4.4 |
| COc1ccc(O)c(C=NCC(C)N=Cc2cc(OC)ccc2O)c1 (stereo not given) | i | i | 1.1 | i | i | i | 0.5 | i | i | i | -2.8 |
| C/C(=N/NC(=O)c1ccc(Br)s1)c1ccncc1 | i | i | 0.1 | i | i | i | 5.4 | i | i | i | -7.2 |
| CCOC(=O)c1cnc(Nc2ccc(OCC)cc2)nc1C | i | i | 3.9 | i | i | i | 0.9 | i | i | i | -10.3 |
| CC1(C)CC(=O)C2=C(C1)NC(Nc1nc3ccccc3o1)=NC21CCCC1 | i | i | -7.8 | i | i | i | 3.9 | i | i | i | -9.6 |
| Cc1ccc(S(=O)(=O)N[C@H](C(=O)N2CCC(C(=O)N[C@@H](CC(=O)O)C(=O)O)CC2)C(C)C)cc1 | i | i | -2.6 | i | i | i | 4.6 | i | i | i | -5.5 |
| Cc1nn(Cc2noc(C(=O)NC3CCC(C)CC3)n2)c(C)c1Br (stereo not given) | i | i | -4.4 | i | i | i | -4.6 | i | i | i | -3.2 |
| CCCCCNCc1ccc(OCc2ccc(Cl)nc2)c(OC)c1 | i | i | 1.8 | i | i | i | -0.8 | i | i | i | -11.5 |
| COc1ccc(NC(=O)CSc2nnc(Cn3nnc4ccccc43)n2C)cc1 | / | / | 0.0 | i | / | i | -2.7 | i | / | / | / |
| COc1ccc(/C=N/NC(=O)c2ccc(N3CCCC3=O)cc2)cc1 | i | i | 6.6 | i | i | i | -3.0 | i | i | i | -6.0 |
| O=C(CSc1nnc(NC(=O)c2cccc(F)c2)s1)NCc1ccco1 | i | i | -3.5 | i | i | i | -2.0 | i | i | i | -10.4 |
| COc1ccc(S(=O)(=O)N2CCC(C(=O)NC3CCCC3)CC2)cc1C | i | i | -0.3 | i | i | i | -3.4 | i | i | i | -2.4 |
| CC(=O)C1=C(O)C(=O)N(Cc2ccccc2)C1c1ccco1 (stereo not given) | i | i | 4.0 | i | i | i | 1.4 | i | i | i | -2.6 |
| O=C(Nc1cccc(-c2cn3c(n2)SCC3)c1)c1ccc2c(c1)OCO2 | i | i | 2.8 | i | i | i | / | -10.6* | i | i | -24.2 |
| CCn1c(SCC(=O)Nc2ccccc2OC)nnc1-c1cnccn1 | i | i | 5.3 | i | i | i | -5.6 | i | i | i | -12.8 |
| Clc1cc2c(cc1/C=N/Nc1nc(N3CCOCC3)nc(N3CCOCC3)n1)OCO2 | i | i | -16.4 | i | i | i | 0.2 | i | i | i | -5.0 |
| c1ccc(N2CCOCC2)c(Nc2nc3ccccc3n3cnnc23)c1 | i | i | 0.5 | i | i | i | 18.6 | i | i | i | -16.3 |
| O=S(=O)(c1ccccc1)c1nc(-c2ccco2)oc1N1CCCCC1 | i | i | 8.4 | i | i | i | -0.2 | i | i | i | -5.9 |
| Cc1c(Cc2ccccc2)c(=O)oc2cc(OCC(=O)NCC3CCC(C(=O)O)CC3)ccc12 (stereo not given) | i | i | -47.4 | i | i | i | 16.1 | i | i | i | -6.3 |
| Cc1cccc(OCC(=O)NC(=S)N2CCCc3ccccc32)c1 | i | i | 0.1 | i | i | i | 0.9 | i | i | i | -2.6 |
| COc1ccc(NS(=O)(=O)c2cc(NC(=O)c3ccc(C)o3)ccc2N2CCCCC2)cc1 | i | i | -1.4 | i | i | i | / | i | i | i | -3.3 |
| CCN(CC)CCC(=O)NN | i | i | 5.3 | i | i | i | / | i | i | i | -5.2 |
| CC12CCC(=O)N1c1c(sc3nc(N4CCOCC4)c4c(c13)CCCC4)C(=O)N2 (stereo not given) | i | i | 8.7 | i | i | i | 8.5 | i | i | i | -15.6 |
| CCOC(=O)C1=C(C)NC(=O)NC1C (stereo not given) | i | i | -1.2 | i | i | i | -7.5 | i | i | i | -3.8 |
| O=C(Nc1nc2c(s1)CCCC2)c1cc(-c2ccc3c(c2)OCO3)nc2ccccc12 | i | i | 4.4 | / | i | i | / | / | i | i | -3.8 |
| O=C(Nc1cccc(-c2nc3ccccc3[nH]2)c1)c1cccc(NC(=O)c2ccco2)c1 | i | i | -3.1 | i | i | i | 5.5 | i | i | i | -13.8 |
| Cc1ccc(Oc2nc3c(C)cccn3c(=O)c2/C=C(\C#N)C(N)=O)cc1 | i | i | -87.8 | i | i | i | -6.8 | i | i | i | -6.3 |
| CSc1nc(N)c2c3c(sc2n1)CN(C)CC3 | i | i | -10.7 | i | i | i | 32.4 | i | i | i | -3.0 |
| Cc1ccc2c(c1)S/C(=C/c1ccc[n+](C)c1)N2CCO | i | i | 12.1 | i | i | i | -3.9 | i | i | i | -20.3 |
| Cc1cccc(OCC(=O)N2CCC(N3CCOCC3)CC2)c1 | i | i | 4.4 | i | i | i | -2.0 | i | i | i | -8.1 |
| O=C(NCc1cccnc1)NC1(C(F)(F)F)Oc2ccccc2O1 | i | i | -0.2 | i | i | i | -4.9 | i | i | i | -2.3 |
| CN(CCC1CCOCC1)C(=O)CC1C(=O)NCCN1C/C=C/c1ccccc1 (stereo not given) | i | i | 1.3 | i | i | i | 1.0 | i | i | i | -10.9 |
| Cc1cc(N2C(=O)Cc3ccccc3C2=O)ccc1C(C)C | i | i | 0.5 | i | i | i | 2.2 | i | i | i | -9.1 |
| O=C(O)c1cccc2c(/C=N/Nc3ccccn3)c[nH]c12 | i | i | -1.9 | i | i | i | -1.9 | i | i | i | -8.8 |
| CCCc1cc(C(=O)NNC(=S)NC(C)c2ccccc2)cs1 (stereo not given) | i | i | 5.8 | i | i | i | -2.5 | i | i | i | -12.9 |
| CC(=O)OC1CC(C)N(C(=O)c2ccccc2)c2ccc(C)cc21 (stereo not given) | i | i | -4.1 | i | i | 100* | -6.6 | i | i | i | -2.8 |
| CCOc1cccc(CN2CCCC(CCC(=O)NCc3ccccc3F)C2)c1O (stereo not given) | i | i | -0.9 | i | 56* | i | -4.3 | i | i | i | -5.8 |
| O=C(Nc1ccc(S(=O)(=O)Nc2cnc3ccccc3n2)cc1)c1cccc(OC(F)F)c1 | i | i | -2.5 | i | i | i | -6.5 | i | i | i | -12.3 |
| CCOc1cccc(C(=O)Nc2nnc(-c3ccco3)s2)c1 | / | / | -5.3 | i | / | i | 4.4 | i | / | / | / |
| CCOc1ccc(CCNC(=O)CCC(=O)N2CCOc3ccc(C)cc32)cc1OCC | i | i | 2.4 | -14* | i | i | 1.8 | i | i | i | -10.4 |
| NC(=O)C1CCN(C2CC(=O)NC2=O)CC1 (stereo not given) | i | i | -8.8 | i | i | i | 6.7 | i | i | i | -3.2 |
| COC(=O)Nc1nc(-c2ccccc2)c(C(=O)c2ccccc2)s1 | i | i | 5.6 | i | i | i | 2.5 | i | i | i | -6.6 |
| COc1cccc(/C=C2\Oc3cc(OCC(=O)N4CCCCC4)ccc3C2=O)c1OC | i | i | 6.9 | i | i | i | -0.9 | i | i | i | -11.3 |
| Cc1nn(-c2ccccc2)c(NC(=O)c2cccs2)c(-c2ccccc2)c1=O | i | i | -3.0 | i | i | i | -5.7 | i | i | i | -5.3 |
| CCOC(=O)C(=O)N/N=C/c1ccc(F)cc1 | i | i | 0.8 | i | i | i | -2.2 | i | i | i | -7.3 |
| O=C1OCC2=C1C(c1ccccc1)CC(=O)N2c1ccccc1 (stereo not given) | i | i | -2.1 | i | i | i | -0.1 | i | i | i | -3.0 |
| Cc1cccc2cc(/C=N/NC(=O)CN3CCOCC3)c(Cl)nc12 | i | i | 1.0 | i | i | i | -0.2 | i | i | i | -8.2 |
| C=C1CC2C(CCC3(C)C2CCC3(O)C(C)=O)C2(C)CCC(=O)C=C12 (stereo not given) | i | i | -0.6 | i | i | i | 4.1 | i | i | i | -6.8 |
| CCn1c(=O)c2c(nc3n2CCCN3CCc2ccc(OC)c(OC)c2)n(C)c1=O | i | i | 0.7 | i | i | i | -4.1 | i | i | i | -6.1 |
| Cc1nonc1NC(=O)CSc1nc2ccccc2cc1C#N | i | i | -3.0 | i | i | i | -2.7 | i | i | i | -11.1 |
| COc1ccc(OC)c(NC(=O)CNC(=O)c2ccc([N+](=O)[O-])cc2)c1 | i | i | -2.8 | i | i | i | -1.2 | i | i | i | -15.7 |
| O=C(COC(=O)C12CC3CC(CC(C3)C1)C2)NCCc1ccccc1 | i | i | 5.6 | i | i | i | 1.7 | i | i | i | -10.7 |
| Cn1cc(Br)c(C(=O)n2cc(Br)cn2)n1 | i | i | -3.1 | i | i | i | -0.4 | i | i | i | -8.5 |
| COc1cc(OC)cc(C(=O)NNC(=S)Nc2ccc(S(N)(=O)=O)cc2)c1 | i | i | 1.2 | i | i | i | 2.6 | i | i | i | -6.1 |
| O=C(CCc1nnc2ccc(N3CCC4(CC3)OCCO4)nn12)Nc1cc(F)ccc1F | i | i | -1.8 | i | i | i | 4.8 | i | i | i | -8.0 |

(list continues)
| compound | TRPC4 potent | KCNQ1 pot | HDAC3 inhib | ANO1 activ | TRPC4 agonist | ANO1 block | DYRK1A inh | KCNK3 inh | KCNQ1 block | KCNK9 inh | hERG protect |
| --- | --- | --- | --- | --- | --- | --- | --- | --- | --- | --- | --- |
| Cc1cc(C)cc(NC(=O)CSc2nc3c(oc4ccccc43)c(=O)n2-c2ccccc2)c1 | i | i | -2.7 | i | i | i | -2.4 | i | i | i | -13.7 |
| Cc1ccccc1NC(=O)Cc1nnc(N)s1 | i | i | 0.8 | i | i | i | / | i | i | i | -11.4 |
| CCOc1ccc(Cn2c(=O)sc3ccccc32)cc1OC | i | i | -8.3 | i | i | i | -6.7 | i | i | i | -6.1 |
| CCOc1ccc(C(=O)NCC(=O)NCC2CCCCC2)cc1OCC | i | i | -4.8 | i | i | i | -6.5 | i | i | i | -7.8 |
| O=C(Cn1c(C(=O)OCCO)cc2ccccc21)c1ccccc1 | i | i | -0.1 | i | i | i | 13.3 | i | i | i | -11.8 |
| CC(=O)c1c(O)c2ccccc2n(C(C)C)c1=O | i | i | -7.2 | i | i | i | -4.6 | i | i | i | 0.4 |
| CC(=O)N(Cc1nc2sc(C)c(C)c2c(=O)[nH]1)C1CCCC1 | i | i | -2.3 | i | i | i | 8.4 | i | i | i | -12.0 |
